PTHR1 ag – PTHR1 (human) receptor agonism; Potency, µM (titrated, usually from 115 µM), inactives show at the highest dose activation, hits mostly activators; HEK293 GP2 PTHR1 cells, GloSensor cAMP luminescence, 1 h; Q03431; 0.075% of 410,000 active; further: potency means the concentration at half of the fitted maximal effect; nearly all actives have a fitted effect of over 55% in size; some results filed as inactive show a strong effect at the top dose; inactives centre near -15; many of its hits are not listed in these tables
Target sequence (Q03431 whole entry, looked up): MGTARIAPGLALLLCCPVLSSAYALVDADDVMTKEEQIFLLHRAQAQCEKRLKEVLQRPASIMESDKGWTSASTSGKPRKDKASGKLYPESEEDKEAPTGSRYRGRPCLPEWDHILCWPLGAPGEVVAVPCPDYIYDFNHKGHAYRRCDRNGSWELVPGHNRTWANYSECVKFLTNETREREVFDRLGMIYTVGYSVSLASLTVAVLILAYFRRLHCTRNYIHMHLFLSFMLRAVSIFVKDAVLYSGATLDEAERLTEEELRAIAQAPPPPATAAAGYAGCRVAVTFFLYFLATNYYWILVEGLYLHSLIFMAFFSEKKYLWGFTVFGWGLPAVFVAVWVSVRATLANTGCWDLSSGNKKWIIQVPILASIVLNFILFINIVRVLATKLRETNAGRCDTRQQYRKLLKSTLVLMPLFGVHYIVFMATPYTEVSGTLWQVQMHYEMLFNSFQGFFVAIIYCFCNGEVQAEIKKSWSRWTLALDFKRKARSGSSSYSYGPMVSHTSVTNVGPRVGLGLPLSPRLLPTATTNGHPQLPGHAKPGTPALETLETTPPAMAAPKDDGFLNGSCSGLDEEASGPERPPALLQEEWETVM
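HEK-293-derived GP2 cells expressing PTHR1 and a GloSensor cAMP reporter, 3,000/well, plated overnight, given luciferin plus IBMX (each 0.5 mM as added) for 1 h at 37 °C, then compound for 1 h at 37 °C. Luminescence was read after 15 min at room temperature.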
pAkt inh – blocks phosphorylation of Akt. Neuro2A IGF-stimulated pAkt S473 HTRF, 20 min; active compounds read low. activity change, % for hits at 50 µM. 0.32% of 360,000 active. AID 651550; in the data active means activity change below about -80%; inconclusive means mostly about -51% to -80%; further: on the % scale 0 is the no-effect control and ±100 the full control effect
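Neuro2A cells (4,500/well, DMEM with 0.5% FBS) were treated with compound at a single 50 µM final concentration, stimulated with 6 nM IGF for 20 min at 37 °C, and lysed. Phospho-Akt Ser473 was read by HTRF as 665/615 ratio ×10^4.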
CCT chaperon mod – changes cytosolic chaperonin activity; purified chaperonin ATPase assay, HTRF ADP detection, 30 min; 0.3% of 360,000 active; activity change, % (concentration not given with the values), hits read low; in the data active means activity change below about -30%; further: on the % scale 0 is the no-effect control and ±100 the full control effect
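Nucleotide hydrolysis assay: TRiC at 20–40 nM final (set by batch activity) with 10 uM ATP, 30 min at 37 °C, in presence of 76 uM compound. Detection by competitive ADP HTRF, 30 min ambient.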
EPAC2 ag – agonists of human EPAC2 (RAPGEF4). Q8WZA2. EPAC2 activation, biochemical qHTS; response scale: 100% = 6.5 mM cAMP response. Potency, µM (series often up to 154 µM), for the others: top-dose activation, most hits filed as activators. 0.079% of 360,000 active. AID 720711; further: potency means the concentration at half of the fitted maximal effect; nearly all actives have a fitted effect of over 50% in size
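Exchange assay: 100 nM EPAC2 with 250 nM Rap1B-BODIPY-GDP and 50 uM GDP. Fluorescence (ex 480/em 540 nm) read every 5 min for 30 min at room temperature. Data normalized to 6.5 mM cAMP as agonist control.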
EPAC2 antagonist – EPAC2 (human) antagonism; Q8WZA2; EPAC2 GEF exchange of Rap1B-BODIPY-GDP, fluorescence; Potency, µM (titrated, usually from 114 µM), for the others: at the top dose activity, negative = inhibition, hits mostly inhibitors; 0.18% of 360,000 active; AID 720708; further: potency means the concentration at half of the fitted maximal effect; on the % scale 0 is the no-effect control and ±100 the full control effect; nearly all actives have a fitted effect of over 45% in size; many of its hits are not listed in these tables
MmCpn inh – M. maripaludis TRiC chaperonin inhibition; purified Mm-Cpn ATPase, ADP Transcreener TR-FRET; Potency, µM (series often up to 76.9 µM), for inactives: top-dose activity, negative = inhibition, usual class: inhibitors; 0.031% of 330,000 active; AID 504842; further: potency means the concentration at half of the fitted maximal effect; on the % scale 0 is the no-effect control and ±100 the full control effect; nearly all actives have a fitted effect of over 80% in size
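ATP (10 uM final) was added to archaeal chaperonin (25 nM final) after 10 min exposure to test compound at 37°C; after 30 min further incubation, ADP was detected by competitive TR-FRET.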
DRD3 antagonist – antagonists of human D3 dopamine receptor; P35462; D3R cells, DiscoveRx beta-arrestin luminescence, antagonist mode; active compounds read low; max response, negative = inhibition, %; 2.5% of 360,000 active; AID 652054; in the data active means max response below about -50%; inconclusive means no clear call, values can overlap the other calls; further: on the % scale 0 is the no-effect control and ±100 the full control effect; mostly tested at two doses, the higher about 12 µM
Target sequence (P35462 whole entry, looked up): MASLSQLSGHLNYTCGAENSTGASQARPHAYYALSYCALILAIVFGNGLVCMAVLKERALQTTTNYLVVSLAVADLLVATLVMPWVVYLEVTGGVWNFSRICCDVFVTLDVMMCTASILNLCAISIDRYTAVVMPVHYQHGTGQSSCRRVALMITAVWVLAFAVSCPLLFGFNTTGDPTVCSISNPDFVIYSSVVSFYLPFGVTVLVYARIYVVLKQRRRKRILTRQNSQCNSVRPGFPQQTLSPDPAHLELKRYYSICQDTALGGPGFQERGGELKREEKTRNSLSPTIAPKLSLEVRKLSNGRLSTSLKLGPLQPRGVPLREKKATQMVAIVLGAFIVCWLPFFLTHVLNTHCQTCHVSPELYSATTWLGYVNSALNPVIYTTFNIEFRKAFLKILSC
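Cells expressing the human receptor were seeded at 1500 cells/well, incubated overnight at 37 degrees C in 5% CO2, then exposed to library compounds with dopamine controls for 90 minutes at 37 degrees C before luminescent detection.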
DRD3 agonist – activates the human D3 dopamine receptor | P35462 | D3R DiscoveRx beta-arrestin cells, luminescence, 90 min | max activation, % | 0.58% of 410,000 active; in the data active means max activation above about 30%; further: 0% is about no effect; mostly tested at two doses, the higher about 12 µM
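Agonist mode: compounds and dopamine controls were applied to plated cells for 90 min at 37 degrees C after an overnight attachment at 1500 cells/well. Luminescent read-out followed 30 - 60 minutes at room temperature with DiscoveRx detection reagent.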
* = called active by the depositor; i = inactive; ? = inconclusive; nt = not tested or not shown; & = joins results of further samples; [ ] = remark or other dose. Unless noted, the call rests on the fitted dose curve; in most records, active means well fitted curve in the direction sought with a large enough effect; inconclusive means small, poorly fitted or top-dose-only effect, or another doubt; inactive means no such curve, though single readings can be large; an effect the other way counts as inactive or inconclusive. A portion of the library; count on the stated rates, not on these rows.

SMILES	PTHR1 ag	pAkt inh	CCT chaperon mod	EPAC2 ag	EPAC2 antagonist	MmCpn inh	DRD3 antagonist	DRD3 agonist
O=C(COC(=O)c1ccc([N+](=O)[O-])cc1Cl)NCc1ccco1	i	i	0.9	-1%	2%	3%	7	2
O=C(NC1CCCC1)C(c1ccncc1)N(C(=O)Cc1cccs1)c1ccccc1 (stereo not given)	i	i	2.3	2%	3%	-1%	4	-2
CN(C(=O)COC(=O)c1cnc(Cl)c(Cl)c1)C1CCS(=O)(=O)C1 (stereo not given)	-3%	i	-1.9	3%	4%	-3%	8	4
O=C(NCc1ccccc1)C(=O)c1cn(CC(=O)N2CCOCC2)c2ccccc12	-24%	nt	0.4	10%	1%	1%	-3	-1
O=C(c1cccs1)N1CCN(Cc2cn[nH]c2-c2ccc(F)cc2F)CC1	i	i	-2.5	6%	4%	2%	-16	6
CCN(CC)C(=O)c1ccccc1NC(=O)CN1C(=O)c2ccccc2C1=O	i	i	-1.8	1%	3%	-1%	-11	1
CCC(=O)N(CC(=O)Nc1sc(C)c(C)c1C(N)=O)C1CCCCC1	-2%[57.5 µM]	i	-0.8	-4%	5%	-1%	7	3
C=CCNC(=O)C1CCN(c2cc(C)nc(-c3ccccc3)n2)CC1	11%	i	-2.4	11%	-15%	-2%	-19	-10
CCCn1c(N2CCN(C(=O)NCc3ccccc3)CC2)nc2ccccc21	i	i	-2.2	1%	0%	-2%	-6	1
COc1ccc(C)c(S(=O)(=O)Nc2ccc(OCC(=O)O)cc2)c1	i	i	-2.7	0%	-3%	0%	26	-1
Cc1ccc(NC(=O)COC(=O)COc2cccc3c2OC(C)(C)C3)cc1C	i	i	0.3	2%	-6%	1%	12	-10
COC(=O)CNC(=O)Cn1c(=O)n(Cc2ccc(F)cc2)c(=O)c2sccc21	-18%	i	-4.0	15%	11%	1%	-24	3
C#CCOCCOCCOCCNc1nc(N2CCN(C(=O)[C@H](CC(N)=O)n3cc(C(N)[C@H](C)CC)nn3)CC2)nc(N2CCN(C(=O)[C@H](CC(N)=O)n3cc(C(N)[C@@H](C)CC)nn3)CC2)n1 (stereo not given in full)	-23%	i	-0.5	8%	9%	-4%	-4	0
N#Cc1c(NC(=O)c2cnn3cccnc23)sc2c1CCCC2	-25%	i	-1.0	5%	0%	0%	-16	3
CCCC(=O)NC(=S)Nc1ccccc1OC	-1%[57.5 µM]	i	-0.5	9%	-23%	nt	6	-4
O=C(Nc1cccc(F)c1)Nc1ccnn1C1CCN(C(=O)c2cscn2)CC1	-10%	i	-3.1	-2%	-1%	-2%	-12	-12
COc1ccc(-n2c(C)cc(/C=C3\SC(=S)NC3=O)c2C)cc1	i	i	1.1	9%	-6%	0%	-15	-2
CC(C)C[C@@H](COc1ccccc1)N1CCN(C)CCC1=O	-16%	i	-1.0	-8%	18%	-1%	-7	-27
CCc1ccc(NC(=O)CN2CCCN(S(=O)(=O)c3ccc(F)cc3)CC2)cc1	-30%	i	2.1	15%	-12%	0%	-16	-22
O=C(O)c1ccccc1SSc1ccccc1C(=O)O	i	i	0.4	8%	2%	2%	0	-6
COC(=O)c1ccccc1NC(=S)NC(=O)COc1ccc(C)cc1	i	i	-3.0	2%	-5%	nt	-6	-9
Cc1cc(C)cc(OCC(=O)O/N=C(\N)c2ccccn2)c1	-3%[57.5 µM]	i	-1.8	13%	10%	1%	?	-6
CCC(C(=O)Nc1nccs1)c1ccccc1 (stereo not given)	-35%[inhibitor]	i	0.6	3%	-2%	-1%	-15	1
COc1ccc(N=Cc2sc3ccccc3c2Cl)cc1	i	i	4.6	1%	5%	0%	21	7
c1ccc(CNc2nc(NCCOc3ccccc3)c3sccc3n2)cc1	-19%	i	-3.1	19%	6%	nt	-9	-8
O=C(CCNS(=O)(=O)c1ccccc1)N1CCN(c2ccccc2F)CC1	i	i	-1.2	5%	9%	2%	1	3
NC(=O)c1ccccc1NC(=O)COC(=O)CSCc1cccc(Cl)c1	-24%	i	0.6	10%	-14%	0%	-8	-1
COc1ccc(Oc2nc(Oc3ccc(OC)cc3)nc(Oc3ccc(OC)cc3)n2)cc1	i	i	-1.2	1%	-4%	0%	13	5
Cc1cccc(N2CCN(S(=O)(=O)c3ccc4c(c3)C(C)(C)C(=O)N4C)CC2)c1C	-21%	i	-1.3	10%	7%	0%	-20	0
Cc1ccc(C(=O)NNc2c3ccccc3nc3ccccc23)cc1	-11%	i	0.0	-3%	-8%	2%	-17	-3
Cc1cccc(NC(=O)Cn2nc(C(F)(F)F)cc2C2CC2)c1	?	i	0.6	10%	-3%	-3%	11	-1
Cc1ccc2c(c1)CCCN2C(=O)c1cc(C)on1	-1%	i	-0.8	12%	-9%	1%	-15	0
Cc1ccc(NC(=O)c2cccc(N3C(=O)C4C5CCC(C5)C4C3=O)c2)c(C)c1 (stereo not given)	-11%	i	0.0	-6%	7%	-14%	-10	2
CCCCCCc1ccc(OC(=O)c2ccncc2)cc1	-9%	i	-1.2	-3%	-29%	-2%	-9	5
CCOC(=O)CN1C(=O)C(=O)N(Cc2c(C)cc(C)cc2C)C1=O	i	i	-0.7	-6%	0%	1%	8	-1
COc1ccc(Cc2nc3ccc(C(=O)NCc4cc(C)no4)cc3o2)cc1OC	-55%[inhibitor]	i	-1.0	4%	4%	0%	23	6
CC(C)CNc1ncnc2c1ncn2[C@H]1CN(Cc2ccc(C(=O)O)cc2)C[C@@H](CO)O1	?	i	-0.3	3%	0%	nt	1	0
COc1ccccc1CNc1ccc(N2CCCCC2)cc1	-24%	i	-1.2	12%	0%	-1%	-11	0
CCCOc1cccc(C(=O)O)c1	-3%[57.5 µM]	i	3.0	-2%	11%	4%	29	-5
O=C(COC(=O)Cc1ccc([N+](=O)[O-])cc1)NCc1ccc2c(c1)OCO2	-21%	i	-0.7	1%	8%	-4%	-2	-2
O=C1c2ccncc2C(=O)N1CNc1ccc(Cl)cc1	i	i	-0.7	4%	4%	-2%	-8	-6
O=C1N=C2N(CCN3CCCCC3)c3ccccc3N2/C1=C\c1ccc([N+](=O)[O-])s1	-1%	i	-1.3	-1%	0%	nt	2	0
CC(C)OCCCNC(=O)c1cc(Sc2ccc(F)cc2)nc2ccccc12	i	i	-11	-4%	12%	0%	22	2
CCCc1nnc(NC(=O)CCC(=O)NCCc2ccc(Cl)cc2)s1	11%	i	0.7	12%	0%	1%	-8	7
COc1cc(CC(=O)N2CCN(S(=O)(=O)c3ccc(C(C)C)cc3)CC2)cc(OC)c1OC	i	i	-0.9	5%	-17%	nt	-28	-1
CC(NC(=O)CCC(=O)NCc1ccc(F)cc1)c1ccccc1 (stereo not given)	-14%	i	-2.1	8%	2%	1%	8	6
COc1cc(NC(=O)NC2Cc3ccccc3C2)cc(OC)c1	i	i	0.8	5%	-1%	1%	-5	8
Cc1nc2c(nnn2Cc2ccccc2)c(=O)[nH]1	i	i	-1.8	7%	-15%	1%	-13	-3
Cc1ccc(C(=O)C=Cc2cccc(C)c2)cc1	-27%	i	-1.2	9%	-7%	nt	-29	19
COC(=O)c1cc2ccsc2n1Cc1nc(-c2ccc(Cl)cc2)oc1C	-10%	i	1.8	6%	-27%	-6%	18	3

Continued:
SMILES	PTHR1 ag	pAkt inh	CCT chaperon mod	EPAC2 ag	EPAC2 antagonist	MmCpn inh	DRD3 antagonist	DRD3 agonist
CCCCNc1c(-c2cccc(SC(C)CC)c2)nc2ccc(Cl)cn12 (stereo not given)	-7%	i	0.1&-0.4	6%&1%	3%&-18%	-2%	62&55	3&2
CCOC(=O)c1c(-c2ccc(F)cc2)csc1NC(=O)CCN1C(=O)c2ccccc2C1=O	-8%	i	-2.3	0%	9%	0%	1	4
COc1ccc(CCNC(=O)C/C(C)=N/NC(=O)c2cnccn2)cc1	i	i	-3.2	4%	2%	-1%	-7	2
COC(=O)COc1ccc2c(=O)c(Oc3ccccc3)c(C)oc2c1	-84%[inhibitor]	i	-1.0	4%	-4%	0%	-17	-4
O=C(c1ccco1)N1CCN(c2ncnc3c2cnn3-c2ccccc2)CC1	-18%[57.5 µM]	nt	-1.7	-72%[inhibitor][15.6 µM]	10%	-3%	0	-1
CC(=O)Nc1cccc(-c2ccnc3c2CC(C)(C(=O)NCc2ccco2)O3)c1 (stereo not given)	-25%	i	-0.4	21%	-5%	nt	-21	-5
CN(CC(=O)Nc1ccc(Cl)cc1)C(=O)CN1C(=O)C2CCCCC2C1=O (stereo not given)	i	i	-1.1	8%	56%[activator]	nt	0	-1
Cn1cccc1Cc1nnc(SCC(=O)N2CCCC2)n1CCc1ccccc1	-16%	i	-1.9	17%	8%	0%	0	-2
COC(=O)c1cc(C(=O)Nc2cc(C)on2)cc([N+](=O)[O-])c1	i	i	-1.9	2%	6%	0%	1	1
CCC(CO)Oc1cc(NCc2cccc(O)c2)c2ncn(C(C)C)c2c1 (stereo not given)	i	i	0.3	6%	27%	1%	84	7

Retrieved by structure from the list above, two records:
SMILES	PTHR1 ag	pAkt inh	CCT chaperon mod	EPAC2 ag	EPAC2 antagonist	MmCpn inh	DRD3 antagonist	DRD3 agonist
COC(=O)c1cc(C(=O)Nc2cc(C)on2)cc([N+](=O)[O-])c1	i	i	-1.9	2%	6%	0%	1	1
CC(=O)Nc1cccc(-c2ccnc3c2CC(C)(C(=O)NCc2ccco2)O3)c1 (stereo not given)	-25%	i	-0.4	21%	-5%	nt	-21	-5

Next part:
SMILES	PTHR1 ag	pAkt inh	CCT chaperon mod	EPAC2 ag	EPAC2 antagonist	MmCpn inh	DRD3 antagonist	DRD3 agonist
C=CCN=C(C)C1=C(O)CCC1=O	i	i	-1.3	13%	1%[57.1 µM]	1%	-9	5
CC(C)CN1C(=O)CN(S(C)(=O)=O)CC1(C)C(=O)NCc1ccccc1 (stereo not given)	i	i	nt	7%	1%	nt	19	0
Cc1nc(N2CCOCC2)c2c(C)c(C(=O)Nc3ccc(C(F)(F)F)cc3)sc2n1	-29%	i	1.3	16%	-6%	-8%	17	-3
Cc1ccsc1C(=O)NNC(=O)c1cccc(S(=O)(=O)N2CCCC2)c1	i	i	-4.0	6%	25%	-2%	-1	-6
Cc1nc2ccc3nc(NC(=O)c4ccc5c(c4)OCCO5)sc3c2s1	-2%[57.5 µM]	i	-2.2	10%	-5%	-4%	-17	-5
